# Compound activity as filed in PubChem BioAssay.
# Vif imaging – HIV Vif inhibition; HEK293T cells, Vif self-association by quenched fluorescence, imaging, 24 h; inhibition, % at 7.49 µM; hit rate 0.35% among 340,000; in the data active = inhibition above about 50%, passing the limit was not always enough; inconclusive = no clear call, values can overlap the other calls; inactive = below about 31%; also: some results filed as inactive read as strong as hits
# TROY signal inh – TROY signaling inhibition | Q293 LMP1-TROYcd NF-kB luciferase reporter, 4 h | inhibition, % at 10 µM | hit rate 0.98% among 360,000 | AID 1347056;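 active = compounds whose plate-normalised and pattern-corrected inhibition of the luciferase reporter signal at the single screening dose is 50% or more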
# LMP1 NFkB inh – reduces LMP1-driven NF-kappaB luciferase signal; LMP1-induced NF-kappaB luciferase reporter cells, luminescence; inhibition, % at 12.5 µM; hit rate 0.69% among 350,000; in the data active = inhibition above about 41%; inconclusive = no clear call, values can overlap the other calls;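 also: 0% = neutral control wells and 100% = reference inhibitor control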
# TRAIL sens C8 – caspase-8 TRAIL sensitization; inhibition (viability loss, TRAIL sensitization), % at 10 µM; NB7+C8 cells + TRAIL, ATPlite viability luminescence; hit rate 1% among 360,000;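 active = compounds causing at least 50% loss of cell viability in the single-dose screen, relative to plate controls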
# TLR9-MyD88 inh – TLR9-MyD88 interaction inhibition; CHO BLA complementation TLR9-MyD88, CCF4 FRET ratio; hit rate 0.21% among 340,000; AID 504734; inhibition, % at 4.98 µM;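 active = inhibition above the mean over all tested compounds plus 3 SD, cut at about 21% in these data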;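 also: 0% = DMSO only wells and 100% = clavulanate BLA inhibitor control wells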
# NCOA3 inh – inhibitors of human steroid receptor coactivator 3 (SRC3); Q9Y6Q9; HEK293 GAL4-SRC3 luciferase reporter, luminescence; inhibition, % at 3.6 µM; hit rate 0.17% among 360,000; AID 588352;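 active = inhibition above a per-campaign cutoff, the mean of all compounds plus 3 SD, cut at about 60% in these data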;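 also: 0% = DMSO-treated cells and 100% = gossypol-treated cells at 36 µM; higher means less SRC3-driven luciferase light from the GAL4 reporter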
# NOD2 RIPK2 PPI – NOD2-RIPK2 protein interaction inhibition | AID 624267 | hit rate 0.38% among 360,000 | inhibition, % at 4.98 µM | CHO BLA complementation NOD2-RIPK2, CCF4 ratio; in the data active = inhibition above about 21%;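 also: 0% = vehicle only and 100% = reference blocker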
# Target sequence (O43353 whole entry, looked up): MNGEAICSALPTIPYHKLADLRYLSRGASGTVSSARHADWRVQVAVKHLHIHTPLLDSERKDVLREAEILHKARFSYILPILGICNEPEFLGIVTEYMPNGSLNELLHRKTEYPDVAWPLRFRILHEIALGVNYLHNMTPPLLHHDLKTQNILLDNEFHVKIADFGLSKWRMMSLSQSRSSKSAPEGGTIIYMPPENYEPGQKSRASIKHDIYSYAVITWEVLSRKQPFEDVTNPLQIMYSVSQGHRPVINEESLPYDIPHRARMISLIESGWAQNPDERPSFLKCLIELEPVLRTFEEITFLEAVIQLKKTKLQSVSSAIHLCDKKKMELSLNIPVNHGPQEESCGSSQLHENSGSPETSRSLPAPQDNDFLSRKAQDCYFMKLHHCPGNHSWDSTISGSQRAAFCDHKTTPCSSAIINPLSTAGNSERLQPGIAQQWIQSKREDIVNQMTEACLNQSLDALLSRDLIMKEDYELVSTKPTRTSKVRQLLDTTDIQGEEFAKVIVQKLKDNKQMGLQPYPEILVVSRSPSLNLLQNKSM
# NCOA2 inhibitor – human SRC2 (NCOA2) inhibition; HEK293 GAL4-SRC2 luciferase reporter, luminescence; inhibition, % at 9 µM; hit rate 0.17% among 370,000; AID 651957;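 active = inhibition above the mean inhibition of all tested compounds plus 3 SD, set per campaign, cut at about 52% in these data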;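 also: 0% = DMSO treated cells and 100% = cells given Gossypol at 36 µM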
# COUP-TFII inh – inhibitors of human COUP-TFII (NR2F2) | P24468 | HEK293T NGFI-A luciferase reporter, luminescence | inhibition, % at 8.6 µM | hit rate 0.7% among 370,000;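 active = inhibition above a per-plate cutoff, mean inhibition of test wells between control levels plus 3 SD, cut at about 38% in these data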;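 also: cells cotransfected with COUP-TFII expression vector driving the NGFI-A reporter; 0% = median of COUP-TF2 test wells and 100% = reporter-only cells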
# Target sequence (P24468 whole entry, looked up): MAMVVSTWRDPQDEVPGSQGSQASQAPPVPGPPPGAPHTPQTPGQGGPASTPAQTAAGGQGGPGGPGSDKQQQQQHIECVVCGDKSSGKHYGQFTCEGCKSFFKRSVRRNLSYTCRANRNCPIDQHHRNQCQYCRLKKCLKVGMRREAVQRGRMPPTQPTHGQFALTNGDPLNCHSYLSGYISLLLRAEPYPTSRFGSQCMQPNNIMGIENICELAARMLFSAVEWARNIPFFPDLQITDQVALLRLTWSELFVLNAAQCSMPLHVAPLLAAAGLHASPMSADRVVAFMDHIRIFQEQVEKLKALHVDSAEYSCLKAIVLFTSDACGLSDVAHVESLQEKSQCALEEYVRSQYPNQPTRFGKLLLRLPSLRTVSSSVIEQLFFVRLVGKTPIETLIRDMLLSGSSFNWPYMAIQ
# NCOA1 inh – inhibits human SRC1 coactivator; inhibition, % at 3.6 µM; HEK293 GAL4-SRC1 luciferase reporter, luminescence; Q15788; hit rate 0.12% among 360,000;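 active = inhibition above the campaign mean plus 3 SD, with each screening campaign given its own cutoff, cut at about 60% in these data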;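 also: 0% = DMSO treated cells and 100% = gossypol at 36 µM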
# LRH-1 inv ag – inverse agonists of human LRH-1 (NR5A2) | HEK293T StAR-luciferase reporter, LRH-1 transfected, 24 h | inhibition, % at 3.6 µM | hit rate 0.13% among 360,000 | AID 602396;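 active = inhibition above the mean inhibition of all tested compounds plus 3 SD, cut at about 73% in these data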;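 also: 0% = DMSO wells and 100% = reporter-only cells lacking LRH-1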
# An asterisk follows results filed as active; ? = inconclusive; · = no result given.
SMILES,Vif imaging,TROY signal inh,LMP1 NFkB inh,TRAIL sens C8,TLR9-MyD88 inh,NCOA3 inh,NOD2 RIPK2 PPI,NCOA2 inhibitor,COUP-TFII inh,NCOA1 inh,LRH-1 inv ag
C=CCn1c(SCC(=O)NC2CCCC2)nc2c([nH]c3ccccc32)c1=O,·,1,-7,-15,-3,-16,-1,-2,11,-30,17
Cc1ccc(OCC(=O)NC2CCCc3ccccc32)c(C)c1 (stereo not drawn),-3,24,3,4,1,-1,11,-10,8,-9,1
CCc1cc(=O)oc2cc(C)cc(OCC(=O)NC(Cc3c[nH]c4ccc(O)cc34)C(=O)O)c12 (stereo not drawn),4,-8,-5,-7,-2,3,-11,-12,-9,-41,6
C[C@@H]1O[C@@H](Oc2c(-c3cc(O)c(O)c(O)c3)oc3cc(O)cc(O)c3c2=O)[C@H](O)[C@H](O)[C@H]1O,-6,2,7,8,-19,-13,-9,18,-2,-22,-25
COc1ccc(CC(CC(=O)O)C(=O)NCc2ccccc2)cc1 (stereo not drawn),5,-7,2,-5,10,4,-8,3,12,4,9
CCCCn1c(=O)[nH]c(=O)c2c1nc(-c1ccc(OC(F)F)c(OC)c1)n2C,-1,-16,10,-7,5,-8,-16,2,-11,-36,9
Cc1nccn1CC(=O)N/N=C/c1cc(Br)cs1,-7,6,6,-3,-2,7,2,-15,-7,-10,22
COc1ccc(N2C(=O)CN(Cc3ccc(OC)c(OC)c3)C2=S)cc1,0,4,9,-11,-4,13,-4,-7,12,-3,-11
Cc1ccc(C(=O)COc2nc(C)cc(C)c2C#N)cc1,0,1,2,-3,-3,2,0,10,7,4,-13
CCOC(=O)CN1C(=O)N[C@@H](c2ccco2)C(C(C)=O)=C1C,1,-3,-5,-1,-1,3,2,-3,-26,-20,-10
CC(C)N(Cc1ccccc1)CC(O)COc1ccc(S(=O)(=O)N2CCOCC2)cc1Cl (stereo not drawn),-1,4,-1,-3,3,15,-3,4,15,16,6
O=C(NC(=O)c1ccccc1)OCC1CCCN2CCCCC12 (stereo not drawn),-4,8,8,-13,6,8,-6,5,4,11,13
Cc1ccccc1C(=O)NNS(=O)(=O)c1cccc([N+](=O)[O-])c1,-1,7,-6,-3,-3,-1,0,-12,-3,-6,-2
CSc1nnc(-c2cnccn2)n1C,-13,1,-1,-8,6,0,0,·,·,-7,4
COc1ccccc1CNC(=O)C1CCC(CNc2c(N3CCCCC3)c(=O)c2=O)CC1 (stereo not drawn),-1,-8,-1,0,5,3,2,-13,6,8,-5
CCCCCc1ccc(-c2cn(Cc3ccc4ccccc4c3)nn2)cc1,2,-10,6,-12,-14,-1,-10,-18,13,-2,1
CC(C)N(Cc1nc(-c2ccc(Cl)cc2)no1)C(=O)c1cccs1,-20,6,-2,-8,-6,8,9,-4,23,-3,0
O=C(NNC(=O)c1cccc(-n2cccc2)c1)c1ccccc1,7,-33,-7,-3,9,-29,3,-40,-24,-29,-44
O=C(Nc1nc(-c2ccccn2)cs1)C1CC(=O)N(c2ccc3c(c2)OCCO3)C1 (stereo not drawn),9,20,26,5,-5,8,-16,11,1,14,-7
COc1ccc(N2C(=O)NC(NS(=O)(=O)c3ccccc3)(C(F)(F)F)C2=O)cc1 (stereo not drawn),7,2,4,-30,-6,2,-1,-11,-10,16,14
Cc1cc(C)c2c(=O)[nH]c(SCC(=O)Nc3ccccc3)nc2n1,·,-28,0,6,-5,1,-6,-4,-14,-8,-1
O=C(c1cc(-c2ccc(Br)cc2)on1)N1CCc2ccccc2C1,-22,-30,0,10,16,-3,-2,-19,9,1,0
O=C(N/N=C/c1ccc(-c2ccccc2C(=O)O)o1)c1cccs1,1,-7,4,0,-11,-69,2,-47,-40,-78,-102
CCC1COCCS(=O)(=O)N1Cc1cccc(C(F)(F)F)c1 (stereo not drawn),4,-2,-3,8,-2,6,-7,-6,-3,-8,-27
CCN(CC)S(=O)(=O)c1cc(NC(=O)C(C)OC(=O)c2[nH]c(C)c(C(C)=O)c2C)ccc1C (stereo not drawn),8,13,6,4,2,35,2,8,15,0,13
O=C(NC(=S)Nn1cnnc1)c1cccc(Br)c1,-4,-15,4,3,-2,16,-1,1,-4,-3,8
Cc1cc(=O)[nH]c(N2CCN(C(=O)c3ccco3)CC2)n1,7,6,3,-5,-7,-2,-8,-10,-7,9,-5
Cc1cccc(NC(=O)CN(C)S(=O)(=O)c2ccc(Br)cc2)n1,0,-9,-7,6,4,12,-3,4,-1,-1,7
COC(=O)c1ccc(NC(=O)C(=O)c2c[nH]c3ccccc23)cc1,-2,-41,-18,-5,-12,-15,6,-22,-19,-20,3
CCOC(=O)NC(=O)/C(C#N)=C(/C)N(C)C,0,-10,-16,9,7,7,-4,10,20,3,-14

# The list goes on, overlapping the part above by 3 compounds.
SMILES,Vif imaging,TROY signal inh,LMP1 NFkB inh,TRAIL sens C8,TLR9-MyD88 inh,NCOA3 inh,NOD2 RIPK2 PPI,NCOA2 inhibitor,COUP-TFII inh,NCOA1 inh,LRH-1 inv ag
Cc1cccc(NC(=O)CN(C)S(=O)(=O)c2ccc(Br)cc2)n1,0,-9,-7,6,4,12,-3,4,-1,-1,7
COC(=O)c1ccc(NC(=O)C(=O)c2c[nH]c3ccccc23)cc1,-2,-41,-18,-5,-12,-15,6,-22,-19,-20,3
CCOC(=O)NC(=O)/C(C#N)=C(/C)N(C)C,0,-10,-16,9,7,7,-4,10,20,3,-14
CN(CC(=O)Nc1ccc(F)c(F)c1F)C(=O)C1CCCN1C(=O)c1cccs1 (stereo not drawn),-4,-13,-7,-9,1,2,-7,-5,2,-5,12
O=[N+]([O-])c1cc(/C=N/O)ccc1Oc1ccccc1Cl,6,-15,-2,-5,-2,-35,7,-35,-38,-6,-14
COc1ccc(OC)c(Nc2nc(-c3ccc(O)c(O)c3)cs2)c1,7,-21,-11,0,-10,-7,-5,·,·,-21,-19
COc1ccc(C(=O)N=C2SC3CS(=O)(=O)CC3N2c2ccc(C(C)=O)cc2)cc1 (stereo not drawn),7,-1,-1,-3,-7,8,5,-40,-8,-14,-1
C=CCOC(=O)c1sc(NC(=O)c2ccco2)nc1C,-3,-38,0,50*,1,-37,-5,-48,-39,-55,-72
CCCCN(CCCC)C(=O)c1cc(Cl)ccc1[N+](=O)[O-],0,-11,-10,47,-7,26,-5,-19,-1,15,19
CCn1cc(C(=O)N2CCCC2)c(=O)c2cc(S(=O)(=O)N3CCOCC3)ccc21,-16,7,-10,0,-1,8,-14,-23,2,4,-6
COc1cc(C(=O)NNC(=O)c2nn(C)c(=O)c3ccccc23)cc(OC)c1OC,2,-9,-10,2,-4,-5,-8,-7,5,-2,4
CCSc1nnc(CNc2ccc(F)cc2)n1CC1CCCO1 (stereo not drawn),4,-10,-3,-9,1,17,-14,9,-3,-6,-14
O=C(Nc1ccccc1Br)C1CC(=O)N(c2ccc3c(c2)OCCO3)C1 (stereo not drawn),-2,12,0,-19,6,-45,3,-1,13,-6,-8
O=C(NC(=S)Nc1cccc2ncccc12)c1ccco1,-3,16,3,-12,-22,9,-8,-20,-12,3,-2
C=CCn1c(CSCc2ccccc2)nnc1SCC(=O)N1CCN(c2ccccc2)CC1,4,-11,9,27,-1,3,2,3,1,-1,10
O=C(C1CCN(C2CCN(Cc3ccsc3)CC2)CC1)N1CCOCC1,-3,-4,6,-33,-4,3,-1,5,17,4,-12
COc1ccc(C2c3ccc4ccccc4c3Oc3ncn(CCO)c(=N)c32)cc1 (stereo not drawn),4,-11,-4,-4,-11,0,12,·,·,6,3
CCOC(=O)c1ccc(NC(=S)NC2CCCC2)cc1,-13,-25,-19,0,-4,-25,-8,-55,-2,-39,-5
CC(=O)C1CN(S(=O)(=O)c2ccc(C)cc2)C(c2ccccc2)CC1C (stereo not drawn),·,·,·,6,·,·,-13,16,12,·,-17
CC(C)c1ccc(/C=N/Nc2cc(N3CCOCC3)nc(N3CCOCC3)n2)cc1,-21,-6,-9,7,-6,13,1,-31,-8,-21,0
Oc1ccc(Cl)cc1CNCc1ccc(F)cc1,-2,-32,5,16,-5,-9,4,-13,-4,-5,-3
COc1ccccc1-c1nn2c(=O)cc(C)nc2s1,11,-44,-5,1,-1,-24,8,-85,-12,-31,-18
Cc1ccccc1OCC(=O)N1CCC2(CC1)CC(=O)c1ccccc1O2,8,-1,-3,0,1,21,-2,5,7,-5,4
O=c1[nH]cc(NCc2ccccc2)c(=O)[nH]1,1,-1,-3,-13,6,-10,-15,12,-4,-16,26
COc1cc(/C=N/NC(=O)CC2(C)OCCCO2)ccc1OCc1ccc(Cl)cc1Cl,7,-70,-9,-5,-8,-5,14,-17,-9,-24,1
CCOC(=O)C1=C(C)NC(=O)NC1C (stereo not drawn),·,14,-2,-23,-5,13,-8,6,4,3,-3
COC(=O)N(C)C[C@@H]1OCc2cnnn2CCCC(=O)N([C@H](C)CO)C[C@H]1C,0,-14,-9,-12,9,7,-14,5,-20,-2,-5
CCN1CCN(CCNC(=O)CSCc2nc(-c3ccc(OC)c(OC)c3)oc2C)CC1,-2,-2,-4,0,-3,11,-5,9,-20,-4,4
Fc1ccc(-c2ccc(CNCc3ccccn3)o2)cc1Cl,-4,-54,-6,4,1,2,-6,3,3,-1,-7
Cc1cc(C)cc(C(=O)Nc2ccc(N3CCCC3)cc2)c1,3,-85,-11,2,12,-108,-5,-44,-27,-65,-118
O=C(COC(=O)c1cccnc1Cl)c1ccc(Cl)cc1Cl,16,-19,-2,-12,4,-3,1,0,-2,6,-3
CC(C)(C)OC(=O)C[C@H]1C/C=C\C[C@@H](CC(=O)N(CCO)Cc2ccccc2)C(=O)NC[C@H](c2ccccc2)OC1=O,1,3,4,-1,-14,-2,0,20,-6,-9,-3
CCCn1nc(C(=O)OCC(=O)c2ccccc2)c2ccccc2c1=O,-1,13,-6,15,-6,7,-2,-13,4,-35,-3
CN(C)C(CNC(=S)Nc1ccccc1)c1cccnc1 (stereo not drawn),2,-2,3,-2,3,-2,4,-52,-5,-1,-4
CN(Cc1ccccc1)c1ccc(C(CC(N)=O)NC(=O)Cc2ccc(Br)cc2)cc1[N+](=O)[O-] (stereo not drawn),-4,37,-4,10,11,-14,4,-7,0,0,19
Cc1ccc2oc(=O)cc(CN3CCN(C/C=C/c4ccccc4)CC3)c2c1,0,0,2,-13,10,16,9,-13,0,4,18
CCN(C(=O)COC(=O)Cc1c[nH]c2ccccc12)c1c(N)n(Cc2ccccc2)c(=O)[nH]c1=O,13,16,3,6,4,7,-4,-7,2,0,6
CCCCc1ccc(-c2ccc(C)cc2O)nc1,1,-4,-5,43,0,-83,-3,-38,-26,-96,-78
COc1ccc(C(C)=O)cc1COC(=O)CNC(=O)c1ccccc1F,-4,3,7,10,3,16,-1,-9,-10,2,8
Cc1ccc(N(C(=O)CNC(=O)c2ccco2)C(C(=O)NC2CCCC2)c2ccncc2)cc1C (stereo not drawn),?,-17,0,-6,-6,-9,-8,-9,6,-11,-4

# The list is partial, so the mix of outcomes need not match the whole.
